High-throughput results (PubChem BioAssay)
HSF1 inhib: HSF1 inhibition; NIH3T3-HGL HSE-luciferase, MG132-induced, luminescence 8 h; hits give low values; activity change, negative = inhibition, % at 7.5 µM (by protocol); 0.77% of 300,000 active; AID 2098;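 active means more than half of replicate wells show activity change below -50%, luminescence cut by over half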;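 further: luciferase reports HSF-1 transcriptional activity via heat shock element; 0% = median of DMSO wells and -100% = zero luminescence signal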
HSP90 inh: inhibitors of HSP90 luciferase refolding in rabbit reticulocyte lysate | luciferase refolding luminescence, 3 h | 0.91% of 290,000 active | AID 1789 | inhibition, % at 5.6 µM;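 active means inhibition above the screen-wide mean plus 3 SD, computed separately per campaign, cut at about 16% in these data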;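 further: 0% = DMSO wells and 100% = 60 µM geldanamycin wells; inhibitors lower the luminescence because luciferase stays unfolded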
GSK3B inh: inhibitors of human GSK3beta kinase; activity score (negative = inhibition), % at 10 µM; AID 2097; P49841; GST-GSK3beta kinase, ADP-Glo luminescence, 60 min; hits give low values; 0.038% of 300,000 active;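 active means more than half of replicate wells score below -50%, meaning over 50% inhibition versus plate controls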;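 further: 0% = median DMSO wells and -100% = median GW8510 positive control wells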
Target sequence (P49841 whole entry, looked up): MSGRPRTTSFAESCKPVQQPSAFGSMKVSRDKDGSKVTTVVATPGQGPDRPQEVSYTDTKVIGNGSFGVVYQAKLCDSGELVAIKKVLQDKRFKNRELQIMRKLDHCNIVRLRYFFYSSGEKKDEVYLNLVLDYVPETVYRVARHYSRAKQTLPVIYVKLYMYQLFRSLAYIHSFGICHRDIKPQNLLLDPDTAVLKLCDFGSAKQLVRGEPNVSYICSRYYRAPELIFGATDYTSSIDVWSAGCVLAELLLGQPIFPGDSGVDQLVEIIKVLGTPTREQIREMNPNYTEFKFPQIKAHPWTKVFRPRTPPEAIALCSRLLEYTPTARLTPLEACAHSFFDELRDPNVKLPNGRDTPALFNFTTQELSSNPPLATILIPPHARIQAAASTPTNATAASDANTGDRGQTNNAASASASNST
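Test system: GST-fused GSK3beta enzyme, cell-free | Quantity: 1.6 ng GST-GSK3beta enzyme per well | Reagent: 25 µM ATP with peptide substrate | Schedule: 60 min enzyme reaction, room temperature | Signal: Luminescent ADP-Glo measurement of ADP formed | Read-out basis: Score relative to plate controls | Control set: DMSO and 20 µM GW8510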
IEC-6 cytotox: kills IEC-6 intestinal cells in KLF5 counter-screen | IEC-6 cytotoxicity, luminescence viability | inhibition, % at 5 µM | 0.78% of 290,000 active; in the data active means inhibition above about 22%;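 further: 0% = plate median of test compound wells and 100% = cytotoxic reference compound wells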
HIF act: HIF pathway transcriptional activation; U2OS HRE-luciferase reporter, luminescence; normalized: DMSO 0%, desferrioxamine 100%; activation, % at 7.5 µM (by protocol); 0.32% of 300,000 active;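 active means mean activation of at least 10% of the iron chelator positive control signal, with at least half of replicates also reaching 10%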
KLF5 inhibitor: inhibitors of KLF5 expression. 0.23% of 290,000 active. DLD-1 KLF5 promoter-luciferase reporter, luminescence. inhibition, % at 5 µM;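 active means inhibition above a per-plate limit of that plate's mean compound inhibition plus 3 SD, cut at about 60% in these data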;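 further: 0% = DMSO wells and 100% = LY294002 at 200 µM; higher means less KLF5 promoter-driven luciferase light; inactives centre near -14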
AI-2 QS modul: Vibrio harveyi AI-2 quorum sensing modulation | Vibrio harveyi JMH597 AI-2 luminescence/OD600 ratio, 9 h; hits give low values; strain lacks LuxN and CqsS sensors; 0 = neutral-control median | activity change, % at 7.5 µM | 0.4% of 300,000 active | AID 2094; in the data active means activity change below about -75%, passing the limit was not always enough;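 further: luminescence divided by OD600 gain over 9 h not by final OD600 alone; inactives centre near 13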
HSF1 activator: increases HSF-1 driven luciferase reporter signal | NIH3T3-HGL HSF-1 luciferase reporter, MG132, 8 h; 100% = twice DMSO control signal | 1.7% of 300,000 active | AID 504408 | activation, % at 9 µM;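 active means mean replicate activation of at least 50% with a set share of replicates each reaching 50%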;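 further: 0% = median of the neutral control wells and 100% = twice that signal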
aSyn 5UTR inh: 5' untranslated region of α-synuclein, MLPCN primary screen; alpha-synuclein 5'UTR reporter, inhibitor activity; inhibition, % (tested at 7.5 µM); 0.82% of 300,000 active; in the data active means inhibition above about 60%;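 further: H4 neuroglioblastoma cells stably carrying SNCA 5'UTR luciferase fusion; 0% = DMSO wells and 100% = positive control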
GSK3A inh: human GSK-3 alpha kinase inhibition. 0.1% of 320,000 active. AID 2650. ADP-Glo luminescence, 60 min. inhibition, % at 10 µM;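 in the data active means inhibition above about 50%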;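 further: GST-tagged GSK-3 alpha with peptide substrate and 25 µM ATP; 0% = DMSO neutral wells and 100% = GW8510 positive control wells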
Target sequence (P49840 whole entry, looked up): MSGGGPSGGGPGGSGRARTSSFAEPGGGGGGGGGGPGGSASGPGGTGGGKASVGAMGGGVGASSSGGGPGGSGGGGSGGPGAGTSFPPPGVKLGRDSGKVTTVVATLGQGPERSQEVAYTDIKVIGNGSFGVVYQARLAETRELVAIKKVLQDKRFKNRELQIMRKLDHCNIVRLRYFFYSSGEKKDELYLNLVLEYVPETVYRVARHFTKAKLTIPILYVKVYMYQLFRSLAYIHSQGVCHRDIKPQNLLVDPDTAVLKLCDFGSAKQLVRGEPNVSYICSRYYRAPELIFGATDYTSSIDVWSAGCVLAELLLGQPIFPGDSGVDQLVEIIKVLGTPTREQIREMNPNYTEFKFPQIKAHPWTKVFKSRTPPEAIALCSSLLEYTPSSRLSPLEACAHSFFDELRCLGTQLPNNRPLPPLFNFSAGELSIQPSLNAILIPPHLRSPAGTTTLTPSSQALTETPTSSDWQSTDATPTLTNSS
Starred values were filed as active, the others as inactive; x = no result given.

no.	molecule	HSF1 inhib	HSP90 inh	GSK3B inh	IEC-6 cytotox	HIF act
1	Cc1ccc(NC(=O)C2CCCN2S(=O)(=O)c2ccc3c(c2)n(C)c(=O)c(=O)n3C)cc1C (stereo not drawn)	-52.6*	-4.5	0.9	-3.1	-0.4
2	O=C(NCCO)c1ccc2nc(Cc3cccc(Cl)c3)oc2c1	0.0	-5.7	3.2	-7.6	-0.3
3	CC(=O)Nc1cccc(-c2csc(Nc3cccc(C)n3)n2)c1	44.0	1.3	-2.9	4.4	x
4	COc1ccccc1N1CCN(C(=O)C(F)F)CC1	-8.3	-2.0	-1.4	2.9	0.0
5	O=C1NC(=S)CN1c1ccccc1	4.0	-3.5	0.6	-7.7	0.3
6	Cc1ccc(N(CC(=O)NCc2ccccc2Cl)S(=O)(=O)c2cccs2)cc1	10.8	0.3	2.6	2.3	-0.6
7	O=C(CN1C(=O)NC2(CCCCC2)C1=O)Nc1ccc(N2CCOCC2)cc1	-3.1	4.7	1.7	0.1	-0.6
8	COCCCNC(=S)NNC(=S)Nc1ccccc1	4.5	-1.3	-1.6	-2.4	0.3
9	Cc1ccc(OCCNC(=O)C2CC(=O)N(c3ccc(C)cc3)C2)cc1 (stereo not drawn)	-4.2	-6.0	2.2	-7.6	-0.1
10	CN(C)S(=O)(=O)c1ccc2nnn(OCC(=O)NC34CC5CC(CC(C5)C3)C4)c2c1	x	0.6	2.0	2.1	x

no.	KLF5 inhibitor	AI-2 QS modul	HSF1 activator	aSyn 5UTR inh	GSK3A inh
1	0.5	6.5	-65.1	38.6	-1.3
2	-14.2	8.2	6.0	-21.2	1.3
3	-165.1	4.6	35.3	-234.2	-3.3
4	-6.5	6.5	-0.6	19.2	-2.0
5	-19.9	7.7	-5.7	-19.9	0.0
6	-8.4	5.6	23.4	-20.0	-0.3
7	-38.1	17.1	-2.6	6.2	1.2
8	-38.9	13.2	15.6	-64.7	-2.0
9	-31.2	25.6	-20.5	-5.3	0.2
10	-5.4	3.5	x	8.6	x

(continued)
no.	molecule	HSF1 inhib	HSP90 inh	GSK3B inh	IEC-6 cytotox	HIF act
11	CN1CCc2c(sc(NC(=O)Cc3ccccc3)c2C#N)C1	5.1	-2.4	-2.8	7.7	-0.2
12	C[C@@]12C(=O)N(c3ccc(C(F)(F)F)cc3)C(=O)N1[C@@H]1c3ccccc3OC[C@@H]1[C@H]2c1ccccc1	-6.5	-3.0	-1.4	-0.2	-1.8
13	O=C(NCCCN1CCCC1=O)c1cc2c(s1)CCCCC2	-0.1	6.0	2.1	8.8	0.9
14	O=C(COc1ccc2c(c1)C(=O)CC1(CCCCC1)O2)NCc1ccccc1	-2.3	-0.8	3.0	-1.6	-0.1
15	Cc1cc(C(=O)Nc2nc3ccc(S(C)(=O)=O)cc3s2)c(C)o1	19.3	-1.4	2.8	3.2	0.6
16	Nc1c(N(CCO)C(=O)C2CCCCC2)c(=O)[nH]c(=O)n1Cc1ccccc1	11.0	1.2	-7.2	1.5	0.0
17	CCN(Cc1ccccc1)CC(O)COc1ccccc1 (stereo not drawn)	-0.6	1.1	3.2	0.5	-0.2
18	COc1cc(-c2noc(CCC(=O)NC3CCCC3)n2)cc(OC)c1OC	4.5	-3.2	-2.2	-7.4	-0.6
19	CCOCCCNC(=O)COc1ccc(OC)cc1	-14.3	4.1	-1.7	1.1	-0.7
20	COc1ccc(-c2cc([C@H]3[C@@H]4C=CCC[C@@]4(C)C(=O)N3Cc3ccccc3)ccc2F)cc1OC	29.2	x	1.5	x	0.0

no.	KLF5 inhibitor	AI-2 QS modul	HSF1 activator	aSyn 5UTR inh	GSK3A inh
11	-15.3	14.4	1.3	0.9	-0.2
12	19.2	24.0	-8.6	28.1	-0.4
13	-60.4	25.2	3.3	-44.3	-2.5
14	-11.8	14.3	10.7	0.4	-0.6
15	-129.9	5.3	29.0	-107.7	1.1
16	-12.6	12.6	34.4	-7.9	0.3
17	-5.7	16.5	-2.4	8.1	0.5
18	-38.7	15.0	35.0	20.0	-0.3
19	-34.0	4.1	5.2	3.9	x
20	x	27.6	48.8	41.3	x

Other structures follow:
no.	molecule	HSF1 inhib	HSP90 inh	GSK3B inh	IEC-6 cytotox	HIF act
21	O=C(Nc1nccs1)C(Br)C(Br)c1ccccc1 (stereo not drawn)	20.6	3.2	0.4	7.6	2.0
22	Cc1cc2ccccc2c(=O)n1CC(=O)NCC(=O)N1CCN(c2ccccc2)CC1	-8.1	0.2	2.1	-0.6	0.1
23	O=C(NC1CCSc2ccccc21)c1ccccc1Br (stereo not drawn)	-2.7	-5.2	-2.6	-0.5	-0.1
24	O=C(COC(=O)CNC(=O)c1ccc(Cl)cc1Cl)Nc1cccc(S(=O)(=O)N2CCCC2)c1	-8.2	x	3.7	x	0.9
25	Oc1ccc(/C=N/NC(=S)Nc2cccnc2)c(O)c1O	-1.2	4.0	-4.1	-8.1	-0.3
26	CN(C)C(=O)c1ccc(NC(=O)COC(=O)CC23CC4CC(CC(Br)(C4)C2)C3)cc1	-9.5	x	-0.4	x	-0.7
27	O=C(c1cccc(C(=O)N2CCN(c3ccccc3F)CC2)c1)N1CCN(c2ccccc2F)CC1	2.8	1.3	-3.9	2.6	0.0
28	O=C(C1=C[C@H](c2ccc3c(c2)OCO3)C[C@H](OCCCCO)O1)N1CCOCC1	2.0	-2.4	1.9	-9.9	-1.1
29	CCOC(=O)/C(=N/Nc1ccccc1)Sc1nnnn1-c1ccc(C)cc1	6.7	2.5	2.5	1.6	0.0
30	CN(C)S(=O)(=O)c1cccc(C(=O)NCC(C)(C)CNC(=O)c2cccc(S(=O)(=O)N(C)C)c2)c1	3.1	-2.4	2.1	-6.6	-21.6

no.	KLF5 inhibitor	AI-2 QS modul	HSF1 activator	aSyn 5UTR inh	GSK3A inh
21	-94.5	14.7	43.5	-75.1	0.4
22	-27.3	22.3	-0.4	-10.2	-0.6
23	-24.7	51.8	-3.7	20.0	-1.7
24	x	18.8	1.4	-0.6	-2.7
25	18.9	36.6	-6.2	-8.8	x
26	x	23.7	-13.3	-6.1	-2.6
27	-7.9	15.9	6.8	1.1	-1.7
28	-7.1	5.1	-13.3	-2.3	-1.9
29	1.2	20.0	6.4	-3.9	-3.2
30	-15.0	16.3	17.7	20.2	-2.0

The last 7 compounds of the part above open the next one:
no.	molecule	HSF1 inhib	HSP90 inh	GSK3B inh	IEC-6 cytotox	HIF act
24	O=C(COC(=O)CNC(=O)c1ccc(Cl)cc1Cl)Nc1cccc(S(=O)(=O)N2CCCC2)c1	-8.2	x	3.7	x	0.9
25	Oc1ccc(/C=N/NC(=S)Nc2cccnc2)c(O)c1O	-1.2	4.0	-4.1	-8.1	-0.3
26	CN(C)C(=O)c1ccc(NC(=O)COC(=O)CC23CC4CC(CC(Br)(C4)C2)C3)cc1	-9.5	x	-0.4	x	-0.7
27	O=C(c1cccc(C(=O)N2CCN(c3ccccc3F)CC2)c1)N1CCN(c2ccccc2F)CC1	2.8	1.3	-3.9	2.6	0.0
28	O=C(C1=C[C@H](c2ccc3c(c2)OCO3)C[C@H](OCCCCO)O1)N1CCOCC1	2.0	-2.4	1.9	-9.9	-1.1
29	CCOC(=O)/C(=N/Nc1ccccc1)Sc1nnnn1-c1ccc(C)cc1	6.7	2.5	2.5	1.6	0.0
30	CN(C)S(=O)(=O)c1cccc(C(=O)NCC(C)(C)CNC(=O)c2cccc(S(=O)(=O)N(C)C)c2)c1	3.1	-2.4	2.1	-6.6	-21.6
31	O=C(O)c1nc(N2CCCC2)ncc1Cl	-7.5	-1.3	0.6	-0.3	-0.3
32	CN(Cc1ccncn1)C(=O)C1CCC(=O)N(Cc2cccc(C(F)(F)F)c2)C1 (stereo not drawn)	0.6	-0.4	0.8	3.3	0.1
33	Cc1c(C(=O)NCc2ccco2)oc2ccc(S(=O)(=O)N3CCC4(CC3)OCCO4)cc12	-2.7	-0.7	3.5	-1.8	0.1
34	CCOC(=O)N1CCN(C(=O)C2CCN(C(=O)c3ccc([N+](=O)[O-])cc3)CC2)CC1	-2.0	-3.9	4.1	-4.3	0.2
35	O=[n+]1c2c(n([O-])c3cc(F)ccc31)CCCC2	10.0	-3.4	1.0	0.1	-0.5
36	Cc1ccc(S(=O)(=O)N(C)CC(=O)Nc2nc3ccccc3s2)cc1	0.3	-1.1	-1.5	-0.3	0.0
37	Cc1cc(NS(=O)(=O)c2ccc(C(C)C)cc2)no1	1.8	3.4	3.2	0.8	-0.4
38	O=C(O)c1cccnc1SCC(=O)C12CC3CC(CC(C3)C1)C2	0.1	-1.0	2.0	3.3	1.8
39	CC1(C)OC(=O)C(=CNC(CCC(N)=O)C(=O)O)C(=O)O1 (stereo not drawn)	-4.1	4.5	1.5	-1.0	0.5
40	Cc1ccc2c(c1)-c1c(cnn1CC(=O)N1CCCN(Cc3ccccc3F)C1)CO2	4.4	-0.2	-0.6	-1.7	-0.4

no.	KLF5 inhibitor	AI-2 QS modul	HSF1 activator	aSyn 5UTR inh	GSK3A inh
24	x	18.8	1.4	-0.6	-2.7
25	18.9	36.6	-6.2	-8.8	x
26	x	23.7	-13.3	-6.1	-2.6
27	-7.9	15.9	6.8	1.1	-1.7
28	-7.1	5.1	-13.3	-2.3	-1.9
29	1.2	20.0	6.4	-3.9	-3.2
30	-15.0	16.3	17.7	20.2	-2.0
31	-4.6	-3.6	0.1	-4.7	-2.5
32	-7.9	23.3	4.0	10.8	-3.1
33	15.9	24.3	2.9	16.8	-0.2
34	-24.2	26.2	-3.7	4.5	-2.1
35	11.5	-6.1	4.8	19.1	0.8
36	-35.1	19.9	19.5	4.6	-24.5
37	-6.3	-85.6*	-1.7	-18.0	10.2
38	-28.9	2.9	-5.5	-0.4	-3.9
39	-32.6	15.5	19.7	7.9	-5.6
40	6.9	17.4	-2.8	-3.9	-2.7

Results in sequence from above.
HSP90 inh for nos. 31 to 40 → -1.3, -0.4, -0.7, -3.9, -3.4, -1.1, 3.4, -1.0, 4.5, -0.2
IEC-6 cytotox for nos. 31 to 40 → -0.3, 3.3, -1.8, -4.3, 0.1, -0.3, 0.8, 3.3, -1.0, -1.7

The list goes on:
no.	molecule	HSF1 inhib	HSP90 inh	GSK3B inh	IEC-6 cytotox	HIF act
41	COc1cc(C2/C(=C(/O)c3ccc(F)cc3)C(=O)C(=O)N2CCCC(=O)O)ccc1O (stereo not drawn)	-11.9	7.0	1.6	4.4	-0.7
42	O=C(O)c1cccc(N2C(=O)CSC2c2c(F)cccc2Cl)c1 (stereo not drawn)	-7.8	2.5	4.5	6.8	0.0
43	N/C(=N\OC(=O)CSc1ccccc1)c1ccncc1	13.0	-5.6	0.3	-9.7	2.5
44	COc1cc(/C=C/C(=O)OCC(=O)Nc2ccc3c(c2)OCCO3)ccc1OCC#N	-3.5	-3.2	-0.5	-4.1	-0.2

no.	KLF5 inhibitor	AI-2 QS modul	HSF1 activator	aSyn 5UTR inh	GSK3A inh
41	-23.1	10.2	7.7	-11.7	-3.7
42	-11.3	-2.7	-4.7	-14.2	-1.0
43	-98.2	13.0	42.0	-90.7	-1.3
44	3.8	13.6	2.4	8.9	0.9

Compounds as they come (roughly 4.7% active in at least one column).
